Screens as filed in PubChem BioAssay.
IDE cell inh: human IDE inhibitors in live cells, primary screen, fluorescence polarization, HEK cells, FAbetaB substrate; Insulin-degrading enzyme (Homo sapiens), P14735; 0.41% of 320,000 active; FAbetaB cleavage; AID 434962, 2010; inhibition, % at 5.59 µM;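 active means percent inhibition above the average of all tested compounds plus 3 SD, set per screening campaign, cut at about 16% in these data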;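 further: IDE supplied by intact live HEK cells; FP after avidin binding of uncleaved biotin substrate so inhibition keeps polarization high; 0% = DMSO wells and 100% = 60 µM reference IDE inhibitor Ii1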
CHRM4 PAM: human M4 muscarinic receptor positive allosteric modulators, primary screen, CHO-K1 cells, Fluo-8 calcium fluorescence; Muscarinic acetylcholine receptor M4 (Homo sapiens), P08173; CHO-K1 hM4/Gqi5, ACh EC20; 0% = ACh EC20, 100% = maximal ACh; activation, % at 3 µM; 0.4% of 360,000 active; AID 624126, 2012;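 active means activation above its plate's cutoff, the mean activation of sample wells plus 3 SD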; further: some results filed as inactive read as strong as hits
IDE act: human IDE activators in live cells, primary screen, fluorescence polarization, HEK cells, FAbeta-B substrate; Insulin-degrading enzyme (Homo sapiens), P14735; FAbeta-B cleavage; 0% vehicle, 100% cell-free pure enzyme wells; activation, % at 5.96 µM; 0.073% of 340,000 active;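 active means activation above the mean of all tested compounds plus 3 SD, set per screening campaign, cut at about 17% in these data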
p-CIP stab down: p/CIP-EGFP fusion destabilizers, primary screen, fluorescence, F442A cells. Q05BA5. 16 h. decrease of EGFP signal, % at 10 µM. 0.01% of 290,000 active. AID 1984, 2009;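 active means EGFP signal decrease of at least 30% at 10 µM or well 3 SD below plate mean, unless failing retest; inactive means the rest, including hits failing retest or dose response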; further: some compounds called inactive have numbers as strong as hits; many of its hits are not listed in these tables
Target sequence (Q05BA5 1-1403): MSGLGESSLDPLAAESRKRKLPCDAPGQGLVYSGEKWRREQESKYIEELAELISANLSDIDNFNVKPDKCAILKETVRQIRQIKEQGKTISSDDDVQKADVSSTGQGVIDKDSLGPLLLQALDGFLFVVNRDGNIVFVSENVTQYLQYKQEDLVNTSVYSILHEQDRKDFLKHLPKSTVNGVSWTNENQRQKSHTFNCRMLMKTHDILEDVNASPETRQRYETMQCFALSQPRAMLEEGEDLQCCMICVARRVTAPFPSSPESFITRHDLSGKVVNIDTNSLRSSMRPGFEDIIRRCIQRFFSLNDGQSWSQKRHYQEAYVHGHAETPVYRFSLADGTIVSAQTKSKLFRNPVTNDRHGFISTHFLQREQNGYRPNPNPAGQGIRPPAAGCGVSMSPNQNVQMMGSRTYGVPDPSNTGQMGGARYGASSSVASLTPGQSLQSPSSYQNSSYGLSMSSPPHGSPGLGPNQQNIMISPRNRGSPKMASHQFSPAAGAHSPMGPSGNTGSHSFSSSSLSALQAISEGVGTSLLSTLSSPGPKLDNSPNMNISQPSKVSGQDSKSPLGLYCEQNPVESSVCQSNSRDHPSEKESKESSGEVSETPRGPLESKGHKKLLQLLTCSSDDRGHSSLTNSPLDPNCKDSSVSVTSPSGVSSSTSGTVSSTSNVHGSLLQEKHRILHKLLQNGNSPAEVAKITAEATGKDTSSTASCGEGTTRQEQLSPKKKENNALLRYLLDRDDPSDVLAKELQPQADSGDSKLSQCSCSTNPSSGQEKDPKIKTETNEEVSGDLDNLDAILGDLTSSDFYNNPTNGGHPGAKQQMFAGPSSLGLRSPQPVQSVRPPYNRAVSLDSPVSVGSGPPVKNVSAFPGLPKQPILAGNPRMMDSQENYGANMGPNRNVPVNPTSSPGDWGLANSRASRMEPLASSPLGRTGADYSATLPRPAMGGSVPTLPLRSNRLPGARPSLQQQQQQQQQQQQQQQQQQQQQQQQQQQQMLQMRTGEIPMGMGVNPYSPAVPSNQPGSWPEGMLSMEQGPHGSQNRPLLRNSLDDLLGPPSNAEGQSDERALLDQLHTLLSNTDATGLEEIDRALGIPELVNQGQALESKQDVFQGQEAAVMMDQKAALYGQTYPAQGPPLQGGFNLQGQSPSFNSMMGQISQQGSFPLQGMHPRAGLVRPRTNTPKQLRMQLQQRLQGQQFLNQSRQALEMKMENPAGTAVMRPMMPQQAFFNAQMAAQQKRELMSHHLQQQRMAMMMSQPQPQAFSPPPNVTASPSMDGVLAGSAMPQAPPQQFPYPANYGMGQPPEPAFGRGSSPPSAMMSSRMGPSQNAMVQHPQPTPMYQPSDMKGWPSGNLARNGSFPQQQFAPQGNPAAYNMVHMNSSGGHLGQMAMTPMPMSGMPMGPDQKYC
MEKK3 PB1 HTS: modulators of MEKK3-MEK5 PB1 binding, primary screen, biochemical, wildtype MEKK3, multiplex bead flow cytometry, Alexa488-MEK5. Mitogen-activated protein kinase kinase kinase 3 (Homo sapiens), Q99759. bead-based flow cytometry, Alexa488-MEK5 binding to MEKK3; actives lie on both sides; 0 = blocked by unlabeled MEK5, 100 = vehicle. binding response (% of control), % at 10 µM. 1.4% of 290,000 active. AID 1529, 2009;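 active means binding response more than 3 SD above or below the average of its plate-row segment, actives on both sides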;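 further: Alexa488 bead fluorescence after subtracting the streptavidin-only scavenger bead signal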
CRFBP-R2 agonist: agonists of CRF-BP/CRF-R2 complex, primary screen, cell-based, HEK293, calcium dye fluorescence, uHTS. 0.46% of 350,000 active. activation, % at 13.2 µM. calcium dye fluorescence (FLIPR); percent of saturating CRF peptide response;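 active means activation of at least 50%, plus an integration ratio under a set limit after plate pattern correction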;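 further: plate controls were neutral control wells without compound for no effect and CRF at EC100 for full effect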
GalR3 antagonist: GalR3 antagonists in HEK293 cells, primary screen, cell-based, fluorescence readout; AID 651719, 2012; inhibition, % at 3 µM; 0.44% of 360,000 active; HEK293 GalR3-CNG cAMP membrane potential fluorescence; galR3 body fused to GalR1 C-terminus;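 active means inhibition above the screen-wide average plus 3 SD, cut at about 13% in these data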;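 further: forskolin and galanin both at EC90 stimulate the cells; cAMP rise reported by CNG channel membrane potential dye signal; 0% = forskolin plus galanin with DMSO and 100% = forskolin alone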
CRFBP-R2 block: antagonists of CRF-BP/CRF-R2 complex, primary screen, cell-based, HEK293, calcium dye fluorescence, uHTS | CRF-induced calcium fluorescence | inhibition, % at 11.8 µM | 0.59% of 350,000 active | AID 588475, 2011;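 active means inhibition of the ligand-induced calcium signal above about 50% at the single tested concentration, limit read from the data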
PHOSPHO1 block: PubChem AID 1565. 1.1% of 290,000 active. inhibition, % at 13.3 µM. recombinant PHOSPHO1, absorbance phosphatase assay; in the data active means inhibition above about 60%
* marks the source's active call; other numbers are inactive results; nt = not tested or not shown.

CRFBP-R2 block | GalR3 antagonist | CRFBP-R2 agonist | p-CIP stab down | IDE cell inh | MEKK3 PB1 HTS | CHRM4 PAM | IDE act | PHOSPHO1 block | Molecule
1.5 | -0.8 | -0.5 | 8.5 | -0.3 | 98.0 | -3.0 | 6.7 | -25.6 | CN(C)c1ccc(CN(C(=O)c2ccccc2Br)C2CCS(=O)(=O)C2)cc1 (stereo unspecified)
-10.6 | -10.8 | 0.2 | -7.5 | 5.7 | 104.0 | -3.0 | -0.3 | 18.7 | COc1ccc(C23CC4CC(CC(C4)C2)C3)cc1C(=O)NCCN(C)C
-16.5 | 4.1 | 0.7 | -1.9 | 1.2 | 98.0 | -1.1 | nt | 8.3 | C=C(C)Cc1c(C)c(C#N)c2nc3ccccc3n2c1NCCCN(C)C
6.5 | -4.5 | 1.5 | nt | nt | nt | 2.9 | nt | nt | CNC(=O)C[C@H]1C(=O)N(c2ccc(OC)cc2)C[C@@H]1CSC
29.0 | nt | -0.2 | -1.8 | -6.4 | 100.0 | 1.3 | 2.3 | -63.3 | COc1cccc2cc(C(=O)C3=C(O)C(=O)N(Cc4ccco4)C3c3cccnc3)oc12 (stereo unspecified)
-2.6 | -9.0 | -1.1 | 0.3 | 6.8 | 109.0 | -4.7 | -3.7 | 2.8 | O=C(O)CCC(=O)N1N=C(c2cccs2)CC1c1ccc(Br)cc1 (stereo unspecified)
9.9 | -1.7 | 2.7 | nt | 2.5 | nt | 9.4 | 12.6 | nt | CCCn1c(N)c(C(=O)CN2CCN(S(=O)(=O)c3cccc(Cl)c3)CC2)c(=O)[nH]c1=O
-10.7 | 2.1 | 2.3 | -6.9 | 6.0 | 89.0 | -1.5 | -1.2 | 25.8 | Cc1ccc(NC(=O)NNC(=O)C2CC(c3cccnc3)=NO2)cc1 (stereo unspecified)
-4.7 | -2.0 | -1.7 | -10.3 | 11.3 | 84.0 | 19.1 | 1.0 | 22.1 | Cc1ccc2c(c1)COc1c3ccc(C(=O)N[C@@H](CO)C(C)C)cc3nn1-2
26.5 | nt | -6.2 | 4.9 | -3.2 | 97.0 | 1.1 | 1.9 | 6.2 | CC1Oc2ccccc2N(CC(=O)c2ccccc2)C1=O (stereo unspecified)
7.0 | -5.0 | -1.9 | -2.5 | -4.0 | 109.0 | 7.6 | -2.3 | 31.1 | Cc1ccc(C)c(NCC(=O)c2ccc(Cl)cc2)c1
-4.8 | 1.8 | -1.7 | -9.1 | -2.3 | 97.0 | 7.6 | 3.7 | 3.6 | CCOC(=O)c1cccc(-c2ccc(C=O)o2)c1
-11.0 | -0.5 | 0.1 | -0.4 | 0.6 | 102.0 | -2.5 | 2.1 | 2.4 | CCOc1ccccc1C(=O)N1CCN=C1SC
nt | nt | nt | -8.2 | -3.2 | 104.0 | nt | nt | 29.9 | COc1ccc(NC(=S)N(C(C)C)C2CCN(C(C)C)CC2)cc1Cl
-3.9 | -7.3 | 5.2 | -4.8 | 9.6 | 101.0 | 1.7 | 1.2 | -17.6 | CCNC(=O)/C(C#N)=C/c1c(N2CCN(Cc3ccc4c(c3)OCO4)CC2)nc2c(C)cccn2c1=O
-7.6 | 2.3 | 0.8 | -4.5 | -1.7 | 107.0 | -7.2 | 2.6 | 14.7 | COC(=O)c1nc[nH]c1C(=O)OC
-6.4 | -3.1 | -0.3 | 7.6 | 0.0 | 98.0 | 10.7 | -1.6 | -1.2 | Cc1ccc(N(C(=O)C(F)(F)F)C(C(=O)NC2CCCCC2)c2cccs2)cc1 (stereo unspecified)
-25.7 | -6.6 | 0.1 | -19.2 | 0.9 | 102.0 | -15.5 | 0.7 | 20.0 | CC(C)[C@H](NC(=O)OC(C)(C)C)c1nnc(S(=O)(=O)Cc2c(F)cccc2Cl)o1
-0.1 | -2.4 | -0.9 | 0.2 | -2.9 | 102.0 | -1.7 | 5.5 | 3.6 | C=C(C)n1c(=O)[nH]c2ccccc21
10.5 | -5.6 | 4.8 | nt | nt | nt | 0.3 | 4.1 | nt | O=C(Cn1cnc2c(NCc3ccccc3)ncnc21)NCCc1cc2ccccc2[nH]1
-30.8 | -0.2 | 0.4 | 4.7 | -3.3 | 99.0 | 5.1 | 1.2 | -10.2 | COC(=O)c1c(C(=O)OC)n(CCCN)c2ccc(C)cc12
-13.7 | -1.5 | -1.9 | 1.6 | -1.7 | 89.0 | 15.9 | 3.6 | 0.1 | COC(=O)C1=C(C)n2nnnc2NC1c1ccc(Cl)cc1 (stereo unspecified)
4.8 | -5.6 | -2.8 | nt | -0.6 | nt | 13.9 | 1.9 | nt | O=C1C=C(c2ccc(Cl)nc2)C[C@@H](c2ccc3c(c2)OCO3)C1
8.4 | -2.9 | 1.3 | -8.7 | 0.3 | 107.0 | 6.3 | 1.7 | 25.5 | N#CC(C(=O)Nc1ccc(Cl)c(Cl)c1)=C1Nc2ccccc2N1
-7.6 | -4.1 | 0.1 | 9.8 | 0.9 | 104.0 | 2.9 | 4.2 | -3.0 | Cn1nnnc1SCC(=O)NCc1ccc2c(c1)OCO2
-5.0 | -3.4 | -0.6 | -5.9 | 6.6 | 89.0 | -4.2 | -0.4 | 57.9 | O=C(CN1C(=O)NC2(CCCC2)C1=O)N1CCN(S(=O)(=O)c2ccc(Cl)cc2)CC1
-6.0 | -4.4 | 0.6 | 13.5 | 0.5 | 111.0 | -7.8 | 0.5 | -111.5 | COc1ccc(CCNC(=O)c2ccc(CNc3nc(=S)[nH]c4ccccc34)cc2)cc1OC
3.6 | -4.9 | -0.3 | -7.7 | 3.1 | 97.0 | -2.5 | -2.6 | 27.4 | Cc1ccc(C(=O)C(OC(=O)c2cnccn2)c2ccccc2)cc1 (stereo unspecified)
9.8 | 1.1 | 0.8 | nt | -2.5 | nt | 8.5 | 3.1 | nt | CC1(C(=O)OCC(=O)Nc2nnc(-c3ccccc3)o2)CC1(Cl)Cl (stereo unspecified)
7.2 | 1.5 | -0.6 | -8.8 | 1.8 | 99.0 | 10.3 | 4.5 | -3.0 | CNc1oc(-c2ccco2)nc1C#N
11.8 | -2.3 | -0.4 | -2.4 | 0.2 | 108.0 | 7.1 | 0.6 | -3.3 | CCC(C)NS(=O)(=O)c1ccc(OCC(=O)N2CCCC2)cc1 (stereo unspecified)
8.4 | -0.9 | -0.2 | 0.9 | -4.8 | 101.0 | 3.7 | 6.0 | 20.5 | O=C(CNC(=S)N(CCCN1CCOCC1)Cc1cccs1)N1CCCC1
18.8 | 1.4 | 5.1 | -11.2 | -2.3 | 105.0 | 14.8 | -0.9 | -20.2 | CCC(=O)NC(=S)Nc1ccc(NC(=O)c2ccco2)c(OC)c1
41.9 | -6.0 | 7.4 | -10.4 | 6.3 | 101.0 | -8.7 | 6.9 | 49.0 | Cc1[nH]c2ccccc2c1C(=O)CSc1ccccn1
4.4 | -1.7 | -0.3 | -0.1 | 4.8 | 82.0 | -4.0 | 2.9 | 3.4 | NS(=O)(=O)c1ccc(N/C=C/C(=O)c2ccc(Br)cc2)cc1
2.1 | 0.5 | 1.4 | -12.5 | -1.4 | 71.0 | 0.9 | 3.5 | -9.5 | Cc1cc(C)n2c(SCc3c(C)noc3C)nnc2n1
5.5 | -6.2 | 1.7 | -5.3 | 0.3 | 104.0 | -4.0 | 6.2 | 12.5 | O=C(COC(=O)c1ccc(Br)cc1)Nc1ccccc1Br
8.0 | 3.1 | -1.8 | -26.3 | 1.1 | 97.0 | 7.9 | -4.9 | 1.4 | CCCc1cc(=O)[nH]c(SCC(=O)N2N=C(c3ccc(Cl)cc3)CC2c2ccco2)n1 (stereo unspecified)
2.5 | -4.8 | -0.6 | nt | -0.5 | nt | 9.1 | 0.3 | nt | Cc1ccc(C)c(OCC(=O)NNC(=O)C2CCC2)c1
-4.8 | -10.8 | 0.1 | 1.5 | -1.0 | 104.0 | -3.9 | 0.0 | 36.0 | Cc1cccc(-c2noc(CCC(=O)NCCc3ccccc3)n2)c1
-6.7 | nt | 1.6 | 11.9 | 2.1 | 103.0 | nt | nt | 28.5 | COc1ccccc1OCCSc1nc(C)c(Cc2ccccc2)c(=O)[nH]1
6.5 | -4.6 | 0.7 | -5.0 | 6.0 | nt | 2.1 | 2.1 | 16.4 | O=C(Cn1cnc2ccccc2c1=O)N1CCN(Cc2ccc3c(c2)OCO3)CC1
-1.1 | 1.5 | 6.9 | nt | 2.2 | nt | -1.1 | 2.7 | nt | Cc1ccc(C(=O)C(C)OC(=O)C2CCN(c3ccc(C(F)(F)F)cn3)CC2)cc1C (stereo unspecified)
-17.0 | -6.6 | 0.0 | -2.7 | -0.9 | 101.0 | 0.3 | 2.8 | 16.6 | COc1ccc(CCN(C)C(=O)CSc2nc3ncc(Cl)cc3[nH]2)cc1OC
27.4 | -6.5 | -1.9 | 5.8 | 0.8 | 106.0 | -2.4 | 1.9 | 7.7 | O=C(N/N=C/c1sc(N2CCOCC2)nc1-c1ccccc1)c1ccccc1Cl
5.8 | 1.3 | 0.1 | -134.1 | -7.9 | 100.0 | 3.6 | -5.1 | 41.4 | COc1ccc(S(=O)(=O)N(C)CC(=O)NC2CCCC2)cc1OC
1.0 | 2.8 | -0.3 | nt | -3.5 | nt | -4.0 | 1.5 | nt | Cc1ccc(C(=O)OCC(=O)N2C(C)CCCC2C)cc1S(=O)(=O)N1CCCCC1 (stereo unspecified)
-9.7 | -0.2 | 0.8 | -4.7 | 6.9 | 105.0 | 0.3 | 1.0 | 26.5 | NC(=S)Nc1cccc2[nH]ncc12
-1.2 | -4.8 | 0.0 | -14.0 | 0.7 | 99.0 | -3.4 | -0.8 | 19.1 | COc1ccc(NC(=O)CN(c2c(C)cccc2C)S(C)(=O)=O)cc1
23.4 | -0.1 | -1.1 | -14.2 | -4.5 | 103.0 | 7.5 | -5.8 | -9.1 | COc1ccc(C(=O)c2ccc(Cl)cc2)cc1
20.3 | 4.2 | -1.7 | -4.0 | 11.7 | 104.0 | 2.1 | -4.4 | 41.2 | Cc1sc2nc3ccc(N4CCCCC4)nn3c(=O)c2c1C

3 compounds already listed, arranged by SMILES length, low to high:
CRFBP-R2 block | GalR3 antagonist | CRFBP-R2 agonist | p-CIP stab down | IDE cell inh | MEKK3 PB1 HTS | CHRM4 PAM | IDE act | PHOSPHO1 block | Molecule
23.4 | -0.1 | -1.1 | -14.2 | -4.5 | 103.0 | 7.5 | -5.8 | -9.1 | COc1ccc(C(=O)c2ccc(Cl)cc2)cc1
2.5 | -4.8 | -0.6 | nt | -0.5 | nt | 9.1 | 0.3 | nt | Cc1ccc(C)c(OCC(=O)NNC(=O)C2CCC2)c1
1.0 | 2.8 | -0.3 | nt | -3.5 | nt | -4.0 | 1.5 | nt | Cc1ccc(C(=O)OCC(=O)N2C(C)CCCC2C)cc1S(=O)(=O)N1CCCCC1 (stereo unspecified)

Compounds as they come. About 4.2% of those tested had a hit in this group.
